# TRPC6 inh – mouse TRPC6 channel inhibitors, primary screen, cell-based, HEK293, membrane potential dye. actives 1.1% (n = 310,000). AID 2553, 2010. ACh-evoked depolarization; stronger effect = lower value. Short transient receptor potential channel 6 (Mus musculus), Q61143. B-score at 10 µM;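 active = B-score under library mean minus 3 SD, initial fluorescence not abnormally high, positive integrated signal ratio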;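 also: B-score derived from integrated fluorescence ratio over the kinetic read; more negative B-score means stronger inhibition of depolarization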
# Target sequence (Q61143 whole entry, looked up): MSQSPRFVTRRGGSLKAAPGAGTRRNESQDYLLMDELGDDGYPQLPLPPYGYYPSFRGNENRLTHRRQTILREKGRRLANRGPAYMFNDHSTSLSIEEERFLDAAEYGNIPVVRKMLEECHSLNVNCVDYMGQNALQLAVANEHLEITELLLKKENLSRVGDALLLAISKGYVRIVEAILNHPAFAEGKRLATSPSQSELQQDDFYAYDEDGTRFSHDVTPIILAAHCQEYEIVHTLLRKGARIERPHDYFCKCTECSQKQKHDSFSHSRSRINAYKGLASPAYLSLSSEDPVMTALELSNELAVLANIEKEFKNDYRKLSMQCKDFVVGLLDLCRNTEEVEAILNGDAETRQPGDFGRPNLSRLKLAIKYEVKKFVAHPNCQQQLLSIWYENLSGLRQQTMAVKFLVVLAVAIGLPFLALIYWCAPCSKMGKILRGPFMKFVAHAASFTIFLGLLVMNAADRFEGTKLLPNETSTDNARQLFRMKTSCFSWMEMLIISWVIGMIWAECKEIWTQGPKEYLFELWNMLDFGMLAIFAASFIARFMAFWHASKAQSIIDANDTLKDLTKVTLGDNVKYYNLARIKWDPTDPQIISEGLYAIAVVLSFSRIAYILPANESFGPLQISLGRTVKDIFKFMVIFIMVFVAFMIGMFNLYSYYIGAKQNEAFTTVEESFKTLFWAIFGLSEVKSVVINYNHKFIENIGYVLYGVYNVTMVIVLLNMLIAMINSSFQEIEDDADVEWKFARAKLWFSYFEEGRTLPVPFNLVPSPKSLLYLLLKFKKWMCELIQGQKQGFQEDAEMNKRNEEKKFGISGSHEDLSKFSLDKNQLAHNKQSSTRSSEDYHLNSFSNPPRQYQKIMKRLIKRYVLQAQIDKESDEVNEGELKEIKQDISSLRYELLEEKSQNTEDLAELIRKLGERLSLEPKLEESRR
# RGS4 pot – RGS4 potentiators or activators, primary screen, cell-based, HEK293 M3R inducible RGS4, calcium flux; carbachol calcium flux Fluo4; stronger effect = lower value; B-score at 10 µM; actives 0.92% (n = 310,000);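 active = B-score of the integrated calcium signal more than 4 SD below the library mean, with starting fluorescence not abnormally high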;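 also: negative B-score means reduced calcium response which marks RGS4 activation or potentiation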
#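 System – HEK293 FlpIn-TREx cells, stable M3R, doxycycline-inducible RGS4 · Reagent – ECmax carbachol challenge · Times – compound preincubation 20 min at room temperature before agonist · Technique – Fluo4 fluorescence kinetic imaging of calcium · Measure – B score of integrated Fluo4 ratio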
# RGS4 block – RGS4 inhibitors, primary screen, cell-based, HEK293 M3R inducible RGS4, calcium flux. Fluo-4 calcium flux; stronger effect = higher value; triggered by carbachol at its EC20. B-score at 10 µM. actives 0.45% (n = 310,000);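 active = B-score, a plate-corrected calcium signal, over three deviations above library mean, with baseline fluorescence within five deviations of library mean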;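 also: RGS4 expression induced by doxycycline in cells with stable M3 receptor; B-score is computed from the integrated fluorescence ratio over baseline after carbachol; higher B-score means a larger calcium signal and so more RGS4 inhibition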
# Target sequence (P49798 whole entry, looked up): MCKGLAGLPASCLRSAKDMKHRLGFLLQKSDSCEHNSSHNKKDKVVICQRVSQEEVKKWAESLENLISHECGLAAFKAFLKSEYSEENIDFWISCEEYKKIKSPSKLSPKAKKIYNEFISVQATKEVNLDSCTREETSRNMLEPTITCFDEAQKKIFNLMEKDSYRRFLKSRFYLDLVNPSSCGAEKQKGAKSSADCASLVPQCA
# TMEM16A inh – TMEM16A chloride channel inhibitors, primary screen, cell-based, HTS. Anoctamin-1 (Mus musculus), Q8BHY3. HEK293 TMEM16A/YFP iodide influx fluorescence, ionomycin. normalized B-score (activity score, 25-100; higher = stronger inhibition) at 10 µM. actives 1.2% (n = 310,000);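 active = ratio plate-corrected score three or more library SD toward inhibition, starting fluorescence score within five deviations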;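 also: score derived from kinetic fluorescence span divided by baseline fluorescence per well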
# MrgX1 allo act – positive allosteric modulators of MrgX1, primary screen, HEK293 cells, Fluo-4 calcium flux | actives 0.63% (n = 310,000) | AID 588675, 2011 | B-score at 10 µM | FDSS; stronger effect = higher value;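 active = plate-corrected calcium response at least 3 library SD above typical, normal starting fluorescence, not activating the receptor alone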;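 also: compound read alongside a low EC10 to EC30 dose of BAM8-22 agonist; peak minus trough fluorescence over baseline measured at the second addition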
# ANO1 activ – TMEM16A chloride channel activators or potentiators, primary screen, cell-based, HTS. AID 623877, 2012. B-score at 10 µM. HEK293 TMEM16A/YFP-H148Q/I152L, iodide quench fluorescence; stronger effect = lower value. actives 0.3% (n = 340,000). Anoctamin-1 (Mus musculus), Q8BHY3;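 active = fluorescence-ratio B-score plate-corrected deviation score at least 3 library SD below zero, with starting fluorescence score within 5 deviations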;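 also: channel opened by trigger with iodide after compound preincubation; score built on the fluorescence ratio of max minus min over baseline; more negative score means more quench and so TMEM16A activation or potentiation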
# MrgX1 antag – antagonists of human MrgX1 receptor, primary screen, HEK293 cells, Fluo-4 calcium flux; actives 1.3% (n = 310,000); Mas-related G-protein coupled receptor member X1 (Homo sapiens), Q96LB2; BAM8-22 antagonism; stronger effect = lower value; B-score at 10 µM;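 active = calcium-response B-score plate-corrected more than 3 library SD below zero, starting fluorescence within 5 deviations, no agonist response on first addition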;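 also: peak minus trough fluorescence over baseline after final BAM8-22 challenge near maximal dose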
# SKKanGAS inh – S. pyogenes SKKanGAS growth inhibitors in kanamycin, primary screen, streptokinase expression inhibitor project, SKKanGAS strain, BacTiter-Glo luminescence | 6 h | inhibition, % at 7.5 µM | actives 1.3% (n = 300,000);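 active = mean replicate score, as percent of positive control median, at least 50; inconclusive = mean below 50 but one replicate at or above 50; inactive = mean and every replicate below 50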;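 also: strain carries kanamycin resistance gene driven by streptokinase promoter and grows in 40 µg/ml kanamycin; loss of luminescence reflects streptokinase promoter inhibition or plain growth inhibition; 0% = median of DMSO wells and 100% = positive control at its reference dose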
# HDAC3 inh – HDAC3 deacetylase inhibitors, primary screen, biochemical, fluorescence, cell-free homogeneous; AID 2718, 2010; actives 0.15% (n = 320,000); recombinant HDAC3, fluorogenic peptide/trypsin coupled; inhibition, % at 8.3 µM; in the data active = inhibition above about 26%, passing the limit was not always enough; inconclusive = no clear call, values can overlap the other calls
# MrgX1 agonist – agonists of human MrgX1 receptor, primary screen, HEK293 cells, Fluo-4 calcium flux; Mas-related G-protein coupled receptor member X1 (Homo sapiens), Q96LB2; Fluo-4 calcium fluorescence, agonist mode; stronger effect = higher value; B-score at 10 µM; actives 0.44% (n = 310,000); AID 588627, 2011;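 active = calcium response B-score plate-corrected fluorescence ratio at least 3 library SD, with starting fluorescence B-score inside 5 SD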
#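 times = overnight plating, then 30 min 37 °C plus 30 min room-temperature dye loading | assay system = stable human MrgX1 HEK293 cell line | input = fifteen thousand cells per well | signal = kinetic calcium dye fluorescence, Fluo-4 NW | dosing = compound delivered in addition one of three | read-out = B-scored fluorescence response ratio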
# TRPC6 activator – mouse TRPC6 channel activators, primary screen, cell-based, HEK293, membrane potential dye. HEK293-TRPC6 membrane potential dye fluorescence; stronger effect = higher value. AID 2550, 2010. actives 0.13% (n = 310,000). Short transient receptor potential channel 6 (Mus musculus), Q61143. B-score at 10 µM;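 active = B-score of the integrated fluorescence ratio above library mean plus 3 SD, and starting fluorescence ratio within library mean plus 5 SD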;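 also: higher score means more depolarization so channel activation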
# The depositor's hits bear a star; i = inactive; ? = inconclusive; nt = not tested or not shown.
SMILES,TRPC6 inh,RGS4 pot,RGS4 block,TMEM16A inh,MrgX1 allo act,ANO1 activ,MrgX1 antag,SKKanGAS inh,HDAC3 inh,MrgX1 agonist,TRPC6 activator
CC(OC(=O)C1CCCO1)C(=O)NC1CCCC1 (stereo not drawn),i,i,i,i,i,i,i,-1.1,-10.1,i,i
COc1ccc(CC(=O)O/N=C(\N)c2ccccc2)cc1OC,i,i,i,i,i,i,i,-4.7,-6.7,i,i
CCSc1nc(C)cc(Oc2ccc(=O)n(C)n2)n1,-8.6*,i,i,i,i,i,i,0.5,-4.2,i,i
CCc1ccc2oc(-c3cc(N=Cc4cccc(OC)c4O)ccc3O)nc2c1,i,i,i,i,i,nt,i,0.4,-9.2,i,i
CC1CCCN(C(=O)Cn2nnc(-c3ccc(S(C)(=O)=O)cc3)n2)C1 (stereo not drawn),i,i,i,i,i,i,i,-6.0,2.0,i,i
CCN(CC)CCn1c(NCc2cccc(OC)c2OC)nc2ccccc21,i,i,i,i,i,i,i,1.0,-4.1,i,i
COc1ccc(CNC(=O)C2CCN(S(=O)(=O)c3ccccc3)CC2)cc1,i,i,i,i,i,i,i,1.6,-4.7,i,i
O=C(NCCc1ccccc1)c1ccc2c(c1)OCO2,i,i,i,i,i,i,i,5.6,2.1,i,i
Cc1nc(NC(=O)COC(=O)c2cc3c(s2)CCC(C)C3)c(Cl)cc1Cl (stereo not drawn),i,i,i,i,i,i,i,3.8,1.7,i,i
COc1cccc(CN2CCc3ccc(NC(=O)CCc4ccc(C)cc4)cc3C2)c1O,i,i,i,25*,i,i,i,4.2,nt,i,i
CN(C(=O)c1ccc2c(=O)n3c(nc2c1)CCCCC3)c1ccccc1Cl,i,i,i,i,i,i,i,5.4,1.1,i,i
Cc1cc(NC(=O)C2C3C(=O)N(CCC(C)C)C(C(=O)NCc4ccccc4)C34C=CC2(C)O4)no1 (stereo not drawn),i,i,i,i,i,i,i,4.8,-3.9,i,i
O=C(NC1CCN(Cc2ccccc2)CC1)c1ccc(Cn2c(=S)[nH]c3ccc(N4CCOCC4)cc3c2=O)cc1,i,i,i,i,i,i,i,3.9,-2.7,i,i
CCOC(=O)C(NC(=O)Nc1ccc(F)cc1F)(Oc1ccccc1)C(F)(F)F (stereo not drawn),i,i,i,i,i,i,i,0.7,4.0,i,i
Cc1ccc(S(=O)(=O)Oc2ccc3ccc(O)cc3c2)cc1,i,i,i,i,i,i,i,8.3,3.8,i,i
CCN(CC(=O)Nc1cc(Cl)ccc1C)C(=O)c1ccc2c(c1)NC(=O)C(C)S2 (stereo not drawn),i,i,i,i,i,i,i,17.6,2.7,i,i
C/C(=N\NC(N)=S)C1(C)CC2(CC(C)(C)OC2=O)C(=O)O1 (stereo not drawn),i,i,i,i,i,i,i,3.2,3.5,i,i
COC(=O)c1ccc(OC(=O)c2nn(C)cc2Cl)c(OC)c1,i,i,i,i,i,i,i,2.0,-0.7,i,i
Cc1cccn2c(=O)c3cc(C(=O)NCC4CCCO4)c(=N)n(C4CCCCC4)c3nc12 (stereo not drawn),i,i,i,i,i,i,i,7.9,-340.9,i,i
CCOC(=O)c1ccccc1NC(=O)CSc1nnc(Cc2cccn2C)n1-c1ccc(F)cc1,i,i,i,i,i,i,i,5.0,-3.6,i,i
O=C(CCCc1ccccc1)NCc1ccccn1,i,i,i,i,i,i,i,-2.1,-2.7,i,i
CC(=O)N/N=C\c1ccccc1OC/C=C/c1ccccc1,i,i,i,i,i,i,i,-2.2,-6.8,i,i
O=C(CCC(=O)Nc1ccc(Br)cc1)N/N=C/c1ccc(O)cc1,i,i,i,i,i,i,i,4.1,5.0,i,i
COc1ccccc1-n1cnc2cc(NCc3ccco3)ccc21,i,i,i,i,i,i,i,3.7,-4.0,i,i
O=C(NCCCN1CCCCC1)C1CCCN(c2ncnc3c2nc2n3CCCCC2)C1 (stereo not drawn),i,i,i,i,i,i,i,2.3,-5.5,i,i
# Following part.
SMILES,TRPC6 inh,RGS4 pot,RGS4 block,TMEM16A inh,MrgX1 allo act,ANO1 activ,MrgX1 antag,SKKanGAS inh,HDAC3 inh,MrgX1 agonist,TRPC6 activator
C=CCNC(=S)N/N=C/c1ccc(OCc2ccccc2Cl)cc1,i,i,i,i,i,i,i,-2.6,7.4,i,i
Cn1c(=O)n(C)c2cc(S(=O)(=O)NCCO)ccc21,i,i,i,i,i,i,i,4.6,?,i,i
CS(=O)(=O)c1cccc(-c2nnc(NC(=O)c3ccc(S(=O)(=O)N4CCCC4)cc3)o2)c1,i,i,i,i,i,i,i,11.3,-4.7,i,i
CSc1nc2sc3c(c2c(=O)n1C)CCC3,i,i,i,i,i,i,i,0.0,3.1,i,i
COc1ccc(-c2nc3ccccc3c(=O)n2NC(=S)N(C)C)cc1,i,i,i,i,i,i,i,-2.3,nt,i,i
N#CC(C#N)=C(N)/C(C#N)=C/c1cc(O)c(O)c(O)c1,nt,nt,nt,i,i,i,i,nt,7.0,i,nt
CCNc1nc(NC(C)(C)C)nc(N2CCCC2)n1,i,-9.01*,i,i,i,i,i,9.9,2.0,i,i
COc1ccc(S(=O)(=O)/N=C2/NC(=O)/C(=C/c3ccco3)S2)cc1,i,i,i,i,7.5*,i,i,-8.9,-5.5,i,i
CCN(CC)c1ccc(C(=O)OCc2cc(=O)oc3cc(O)ccc23)cc1,i,i,i,i,i,i,i,51.2*,-18.6,i,i
CS(=O)(=O)N(CC(=O)N1CCCCC1)c1ccc(Cl)c(C(F)(F)F)c1,i,i,i,i,i,i,i,4.0,2.1,i,i
O=C1CCCC(O)=C1C=NCCc1ccccc1,i,i,i,i,i,i,i,-2.2,5.1,i,i
CCN(CC)S(=O)(=O)c1cccc(-c2nnc(SCC(=O)N3CCC(C(=O)O)CC3)n2N)c1,i,i,i,i,i,i,i,-2.7,-7.0,i,i
Cc1cccc(-c2cc3nc4c(c(N5CCCC(O)C5)n3n2)CCC4)c1 (stereo not drawn),i,i,i,i,i,i,i,8.3,3.1,i,i
O=C1c2ccccc2C(=O)N1c1cccc2ccccc12,i,i,i,i,i,i,i,-4.4,4.5,i,i
Cc1ccc(-c2c(NC(=O)C(C)C)n(C)c3ccccc3c2=O)cc1,i,i,i,i,i,i,i,4.7,-9.1,i,i
Cc1cc(CNC(=O)c2cccnc2Cl)c2ccccc2n1,i,i,i,i,i,i,i,1.6,2.2,i,i
COc1ccc(C(O)(CC(C)C)C(CN2CCOCC2)c2ccccc2)cc1 (stereo not drawn),i,i,i,i,i,i,i,-1.4,3.5,i,i
COc1cc(/C=C2\SC(=Nc3cccnc3)NC2=O)cc(OC)c1OC,i,i,i,i,i,i,i,49.7*,-1.5,i,i
CC(C)c1nc(-c2ccccn2)no1,i,i,i,i,i,i,i,nt,-1.3,i,i
O=C1/C(=C/c2c[nH]c3ccccc23)CCC/C1=C\c1c[nH]c2ccccc12,i,i,i,i,8.55*,i,i,59.5*,8.3,i,i
O=C(Nc1ccccc1C(=O)NCCCN1CCOCC1)c1ccc(Cl)cc1,i,i,i,i,i,i,i,-9.4,-7.4,i,i
CN(C)c1ccc(P(=O)(OC2CCCCC2)C(Nc2ccccc2)c2cccnc2)cc1 (stereo not drawn),i,i,i,i,i,i,i,-3.6,2.2,i,i
CC[C@H]1c2[nH]c3ccccc3c2C[C@H]2C(=O)N(c3ccc(F)cc3)C(=O)N21,i,i,i,i,i,i,i,10.5,5.0,i,i
CCOC(=O)N1CCC(NC(=O)CCC(=O)N2CC(C)Oc3ccc(Cl)cc32)CC1 (stereo not drawn),i,i,i,i,i,i,i,-1.3,3.1,i,i
CCCN(CC(=O)Nc1ccccc1C)C(=O)C1CC(=O)N(Cc2ccccc2)C1 (stereo not drawn),i,i,i,i,i,i,i,-9.1,-5.2,i,i
# Remaining list, next part:
SMILES,TRPC6 inh,RGS4 pot,RGS4 block,TMEM16A inh,MrgX1 allo act,ANO1 activ,MrgX1 antag,SKKanGAS inh,HDAC3 inh,MrgX1 agonist,TRPC6 activator
COc1ccc(N2CCN(C(c3cc(OC)ccc3OC)c3nnnn3CC3CCCO3)CC2)cc1 (stereo not drawn),i,i,i,i,i,i,i,-2.8,-4.3,i,i
CN(Cc1cccs1)C(=O)Cn1cnc2ccccc2c1=O,i,i,i,i,i,i,i,-19.0,-1.8,i,i
CCC(=O)Nc1ccc(Nc2nc(Cl)nc(Nc3ccc(NC(=O)CC)cc3)n2)cc1,i,i,i,i,i,i,i,-6.2,-0.2,i,i
c1ccc(Cn2ncc3c(N4CCOCC4)ncnc32)cc1,i,i,i,i,i,i,i,-1.7,1.1,i,i
Cc1cc(Cl)ccc1NC(=O)C1CCCN1C(=O)c1cccs1 (stereo not drawn),i,i,i,i,i,i,i,-8.3,3.1,i,i
CC(C)OC(=O)C1C(=O)CC(C)(O)C(C(=O)OC(C)C)C1c1ccc(F)cc1 (stereo not drawn),i,i,i,i,i,i,i,-10.4,-1.8,i,i
CCSc1nnc(CCNS(=O)(=O)c2ccc(C(C)=O)cc2)n1C,i,i,i,i,i,i,i,-0.5,-5.3,i,i
CC(=O)N1CC2(C)CN(C(C)=O)CC(C)(C1)C2=O,i,i,i,i,i,i,i,-1.5,-4.0,i,i
CCCN(C(=O)c1ccco1)c1nnc(-c2ccncc2)s1,i,i,i,i,i,i,i,-2.9,1.2,i,i
Cc1ccc(NC2c3ccccc3C(=O)N2CCN2CCOCC2)cc1 (stereo not drawn),i,i,i,i,i,i,i,1.4,0.5,i,i
CCCNC(=O)NC1CCCCCCC1,i,i,i,i,i,i,i,-1.6,2.9,i,i
CCN(CC)C(=O)CSC(=Nc1ccccc1F)NC#N,i,i,i,i,i,i,i,-3.0,3.4,i,i
COc1ccc(NC(C)c2ccccc2)cc1 (stereo not drawn),i,i,i,nt,nt,i,nt,18.3,nt,nt,i
COc1ccc(CN2CCN(Cc3ccccc3)C(CCO)C2)cc1OC (stereo not drawn),i,i,i,i,i,i,i,5.0,-2.1,i,i
CC1=C(C(N)=O)C(c2cccs2)NC(=O)N1 (stereo not drawn),i,i,i,i,i,i,i,-21.2,5.6,i,i
